Assay outcomes (PubChem BioAssay)
M1 ag = M1 muscarinic receptor agonism; B-score at 10 µM; 3% of 64,000 active; AID 626; CHO-M1 cells, Fluo-4 calcium fluorescence, agonist mode; active compounds read high;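 active = fluorescence rise, raw or as B-score row- and column-corrected plate score, outside the 99.7% band of its plate's samples, either direction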
NADH coupling = inhibitors of enzymes used to reach an NAD/NADH endpoint | AID 774 | 0.02% of 65,000 active | coupled PK/LDH NADH assays, four targets | IC50, µM (top dose mostly 10 µM), for the others: top-dose inhibition;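 active = single-dose screening hits from any of four coupled enzyme assays that gave an IC50 when retested across doses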;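 note: the DPM-DC format reads NADH fluorescence rather than 340 nm absorbance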
E coli RNAP = blocks E. coli RNA polymerase transcription; fluorescence transcription assay; P0A8V2; AID 559; inhibition, %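 (tested at 10 µM)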; 0.2% of 62,000 active; in the data active = inhibition above about 20%;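 note: 0% = enzyme without compound and 100% = no enzyme blank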
Her2 expr inh = lowers expression of human Her2 kinase | P04626 | SKBR-3 HER2 protein level, AlphaScreen, 18-24 h; active compounds read low | HER2 level % of control, % at 10 µM | 0.69% of 65,000 active | AID 645;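 active = HER2 level under 5% of the carrier-only control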;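 note: 100% = DMSO carrier and 0% = 500 nM PU-H71 HSP90 inhibitor; lower value means stronger loss of Her2 protein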
D1 allo mod = allosteric modulators of human D1 dopamine receptor | P21728 | HEK293 D1, CRE-luciferase, dopamine EC30 potentiation; actives deviate in either direction | B-score at 10 µM | 5.9% of 58,000 active | AID 641;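 active = luminescence count or its row- and column-corrected plate score outside the 99.7% band of the plate's sample wells, on either side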
M1 antagonist = blocks the rat M1 muscarinic receptor response to acetylcholine; P08482; CHO-M1 cells, Fluo-4 calcium, ACh EC80 antagonist mode; active compounds read low; B-score at 10 µM; 3.4% of 64,000 active; AID 628;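 active = calcium fluorescence response, raw or row-and-column corrected B-score, differing from the plate sample mean either way at a set confidence level, mostly lower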
5HT1a ag = agonists of human 5-HT1a serotonin receptor | P08908 | CHO 5-HT1a Ga15 NFAT-bla reporter, FRET ratio; 0% basal, 100% maximal reference agonist | activation, % at 10 µM | 0.56% of 65,000 active;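 active = activation above the screen-wide mean activation plus 3 SD, cut at about 19% in these data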;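 note: 0% = DMSO wells and 100% = 5-CT at EC100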
Hsp90 block = displaces geldanamycin probe from tumor Hsp90; inhibition, % at 30 µM; P07900; 0.35% of 64,000 active; NCI-N417 lysate Hsp90, Cy3B-geldanamycin FP displacement;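 active = inhibition above 50%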;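 note: 0% = tracer plus lysate wells and 100% = tracer alone without lysate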
Autofluor 339 = intrinsic fluorescence of library compounds, ex339/em460 – biochemical, MLSMR library, data from DPM-DC assay, artefact control, profiling panel. 5.5% of 65,000 active. fluorescence fold increase at 10 µM. compound autofluorescence, ex339/em460 nm, NADH buffer; active compounds read high; 1 = no-compound wells, NADH background. AID 709;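 active = at 10 µM, mean starting fluorescence two-fold or more over control wells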;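 note: signal is the first read of a kinetic run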
Active calls of the source: *; / = not tested or not shown; [ ] = another dose, or the depositor's remark.

Every second line gives: M1 ag, NADH coupling, E coli RNAP, Her2 expr inh, D1 allo mod, M1 antagonist, 5HT1a ag, Hsp90 block, Autofluor 339
[1] CCOC(=O)N1CCN(C(=O)c2ccc3c(=O)n(Cc4ccc(Cl)cc4)c(=S)[nH]c3c2)CC1
  0.16, 6%, 5, 101, 0.63, -0.92, 3.2, -3, 0.97
[2] Cn1c(Cn2c(=O)sc3ccccc32)nnc1SCC(=O)NC1CCCCC1
  -0.024, 3%, 6, 81, /, -0.1, -1.3, -3, 1.1
[3] O=S1(=O)NC2CCCCCN2c2ccc(F)cc21 (centres undefined)
  0.6, 11%, -10, 150, 1.1, -0.22, -1.7, 0, 3.6*
[4] O=C(COC(=O)c1cccc(C(=O)OCC(=O)NC2CCCCC2)n1)NC1CCCCC1
  0.31, 5%, 7, 97, -0.14, -0.06, -1.2, 3, 1
[5] O=C(CCc1nc(-c2ccccc2)no1)NCc1ccco1
  -1, 3%, 10, 89, /, -0.45, -3.8, -9, 1.1
[6] CCC(c1nnnn1CCc1ccccc1)N(Cc1ccco1)Cc1cc2c(C)ccc(C)c2[nH]c1=O (centres undefined)
  /, 9%, 0, 70, -0.37, /, -1.5, -2, 1.1
[7] CCOC(=O)c1sc(NC(=O)CSc2nnc3c4ccccc4n(CC)c3n2)nc1C
  -1.1, 4%, 4, 79, -0.45, -0.26, /, -3, 1
[8] CN1C(=O)NC(c2ccccc2)C2=C1CN(Cc1ccco1)C2=O (centres undefined)
  1.1, 3%, 1, 130, /, 0.63, -1.1, -3, 1.1
[9] Cc1ccccc1-c1nc2cc(N)ccc2o1
  -0.063, 18%, 5, 63, -1.3, -0.07, -3.5, 1, 3.1*
[10] CN(C1CCCCC1)S(=O)(=O)c1ccc(S(=O)(=O)N2CCN(CCC#N)CC2)cc1
  0.53, 3%, 3, 91, 0.22, 0.31, -0.6, -1, 1.1

The list goes on; it opens with the 3 that closed the last part.
Every second line gives: M1 ag, NADH coupling, E coli RNAP, Her2 expr inh, D1 allo mod, M1 antagonist, 5HT1a ag, Hsp90 block, Autofluor 339
[8] CN1C(=O)NC(c2ccccc2)C2=C1CN(Cc1ccco1)C2=O (centres undefined)
  1.1, 3%, 1, 130, /, 0.63, -1.1, -3, 1.1
[9] Cc1ccccc1-c1nc2cc(N)ccc2o1
  -0.063, 18%, 5, 63, -1.3, -0.07, -3.5, 1, 3.1*
[10] CN(C1CCCCC1)S(=O)(=O)c1ccc(S(=O)(=O)N2CCN(CCC#N)CC2)cc1
  0.53, 3%, 3, 91, 0.22, 0.31, -0.6, -1, 1.1
[11] CCn1cc(C(=O)NCCCN2CCC(C)CC2)c(=O)c2cc(S(=O)(=O)N3CCCC3)ccc21
  -0.14, 5%, 2, 93, 0.009, 0.47, -1.4, -3, 1.1
[12] COc1ccc(NC(=O)NCc2cccnc2)cc1OC
  -0.65, 4%, 2, 112, 0.62, -0.69, -2.6, 0, 1.1
[13] CCCCC(c1nnnn1CC1CCCO1)N1CCN(c2nc3ccccc3s2)CC1 (centres undefined)
  -0.79, 3%, -4, 64, -0.78, -0.79, -1.9, 1, 1.1
[14] CC(C)c1[nH]nc2c1C1(CCN(Cc3ccccc3)CC1)C(C#N)=C(N)O2
  /, 6%, -5, 80, -1.4, /, 0.0, 5, 1
[15] COc1cccc(C(=O)NCC(=O)N2CCC(C)CC2)c1
  0.13, 3%, -10, 194, /, -0.34, -0.2, /, 1.1
[16] COc1cccc(C(=O)OC2CCCN(C)C2)c1 (centres undefined)
  -0.76, 3%, 8, 67, /, 0.095, -0.4, -5, 1
[17] O=S(=O)(c1ccccc1)c1ccc(NCc2ccco2)cc1
  -1.6, 3%, 9, 99, /, -0.32, 0.2, -4, 1.1
[18] CC1(C)CC(CCNC(=O)c2ccc(-n3cnnn3)cc2)CC(C)(C)N1
  0.016, 1%, 8, 92, 0.099, 2.2, -3.1, -6, 1.2
[19] CCOC(=O)C1CCCN(C(=O)CNS(=O)(=O)c2ccc(Br)s2)C1 (centres undefined)
  -0.31, 3%, 2, 95, 0.096, 0.48, -2.1, -3, 1
[20] Cc1nnc(SCC(=O)N2CCN(S(=O)(=O)c3ccc(Cl)cc3)CC2)[nH]c1=O
  0.011, 8%, 3, 113, 2.5, 0.45, 3.8, -2, 0.84
[21] COc1ccc(CC(=O)OCC(=O)Nc2c(C)n(C)n(-c3ccccc3)c2=O)cc1
  -0.24, 2%, 6, 76, 0.36, -0.17, -0.9, /, 1.1
[22] CCCCCCNC(=O)Cc1c(O)c2ccccc2[nH]c1=O
  0.11, 11%, 7, 102, 0.39, -0.11, -4.5, -9, 1
[23] C=CCN(C(=O)CCC(=O)Nc1cc(C)on1)C(C(=O)NC(C)(C)C)c1cccc(OC)c1OC (centres undefined)
  0.71, 7%, 12, 101, -0.5, 0.23, 0.0, -1, 1.1
[24] CCOC(=O)C1CCN(c2c(N3CCCCCC3)c(=O)c2=O)CC1
  0.49, 5%, 6, 106, 0.27, -1.4, -0.8, -3, 1
[25] O=C(NCC1CCCO1)c1ccc2c(=O)n(CCc3ccccc3)c(=O)[nH]c2c1 (centres undefined)
  0.89, 9%, -3, /, -1.6, -0.029, 0.5, /, 1.4
[26] O=C(CSc1nnc(-c2ccncc2)n1CC1CCCO1)NCc1ccccc1 (centres undefined)
  -0.17, 6%, 4, 100, -0.17, 0.84, -1.2, 2, 1
[27] O=C(CN1C(=O)c2ccccc2C1=O)NCc1ccccn1
  -1.1, 0%, 5, 83, /, 0.044, -2.6, 2, 1.1
[28] COc1ccc(C(CC(=O)O)NC(=O)COc2ccccc2)cc1 (centres undefined)
  -0.022, 8%, 3, 116, -0.67, -0.41, -3.1, -6, 1.1
[29] COc1ccc(-n2ccnc2SCC(=O)Nc2ccc(OC)cc2OC)cc1
  -1.5, 8%, -4, 107, 3.3, 0.12, -0.7, -1, 1.2
[30] O=c1c2ccccc2c(C=Nc2ccc(Cl)cn2)c(O)n1-c1cc(Cl)ccc1N1CCOCC1
  15*, 4%, 2, 111, -1.1, 0.49, -0.9, 1, 1.2
[31] O=S(=O)(NCCc1ccccn1)c1ccc(F)c(F)c1
  1, 6%, 9, 98, 0.19, 1.1, 2.5, -1, 1
[32] CCc1ccc(OCC(=O)Nc2ccc(-c3nc4ccccc4o3)c(O)c2)cc1
  0.033, 9%[fluoresces], 6, 63, 1.5, 0.089, 3.0, -6, 2.2*
[33] CSc1nc2sc3c(c2c(=O)n1C)CCC(C)C3 (centres undefined)
  -0.96, 5%, 2, 67, 1.3, 0.042, -0.3, -3, 1.1
[34] CCC(C)N=C1SCC(C)(/C=N/O)S1 (centres undefined)
  0.028, 3%, 7, 111, 0.51, 0.54, -1.7, -6, 1
[35] Cc1[nH]c(=S)[nH]c(=O)c1CCOc1ccccc1
  0.029, 0%, -2, 99, /, 0.51, -1.7, 2, 1.1
[36] CCOC(=O)c1c(NC(=O)CSc2nnc(-c3cccnc3)o2)sc(C)c1C
  0.052, 4%, 8, 105, 2.6, -0.039, -2.3, 1, 1
[37] O=C(NCSC1=NCCS1)c1ccccc1
  -0.56, 3%, 3, 114, -0.52, 1.1, -2.1, -1, 1
[38] COc1cc2c(cc1OC)C(C(=O)N1CCCC1)C(c1ccccc1F)N(C)C2=O (centres undefined)
  -1.2, 6%, 4, /, -0.6, -0.0072, -0.7, /, 1.1
[39] CCOC(=O)C1CCCN(S(=O)(=O)c2ccc(OC)c3ccccc23)C1 (centres undefined)
  -1.5, 5%, 4, 104, 0.2, -0.57, -1.7, -6, 1
[40] Cc1nc(N)c(C#N)c(-c2ccccc2)c1C
  0.4, 3%, 10, 89, -0.54, -0.043, -0.2, 1, 1.3
[41] C=C(C)CSc1nnc2n(C)c(=O)c3c4c(sc3n12)CCC4
  3.5*, 8%, 9, 82, /, 0.0045, 3.0, -2, 1.1
[42] COC(=O)C1=C(CSc2nncn2C)NC(=O)NC1c1cc(C)ccc1C (centres undefined)
  -0.34, 3%, -2, /, 0.22, 0, -2.3, -1, 1.1
[43] Cc1ccc(C(=O)CSc2nc(N)cc(=O)[nH]2)cc1
  -0.34, 0%, 7, 93, /, 0.45, -1.5, 0, 1
[44] CC(Sc1nc(N)cc(=O)[nH]1)C(=O)NC1CCCCC1 (centres undefined)
  0, 4%, 1, 74, -0.62, 0.46, 0.1, -3, 1.1
[45] CCn1c2ccccc2c2nnc(SCc3ccc(C(=O)OC)o3)nc21
  -0.021, 12%, 4, 82, 5.6*, -0.54, -1.5, -5, 0.89
[46] COc1cc(C(=O)Oc2c(CN3CCOCC3)cc(Cl)c3cccnc23)cc(OC)c1OC
  0.057, 3%, 9, 72, 2.5, 0.61, 0.5, -1, 1.1
[47] CCOC(=O)CN1C(=O)C2(OCCCO2)c2ccccc21
  0.091, 2%, 7, 97, 0.26, 0.04, -0.5, -5, 1
[48] O=C(N1CCOCC1)N(Cc1ccccc1)c1ccccn1
  0.035, 8%, 6, 61, 0.32, 0.18, 0.5, 1, 1.1
[49] Cc1cc(C)c2c(c1)-c1cc(C)nn1C(c1ccc3c(c1)OCO3)N2 (centres undefined)
  0.88, 6%, /, 85, 4.4*, -0.14, -0.4, 4, 2.7*
[50] COc1ccc(OCC(=O)Nc2cccc(NC(=O)COc3ccc(OC)cc3)n2)cc1
  -0.0095, 7%, 2, 67, 0.29, -0.71, 1.5, -5, 1.1
[51] COc1cc(OC)c(NC(=O)CS(=O)(=O)Cc2nc(-c3ccc(C)cc3)oc2C)cc1Cl
  0.71, 1%, 3, 92, 0.35, 1.4, -0.3, 1, 1.1
[52] CCCc1c(O)nc(SCCN(CCC)CCC)[nH]c1=O
  0.38, 6%, 3, 91, -0.53, -0.37, -2.9, -1, 1.1
[53] c1coc(C2Nc3cccc4cccc(c34)N2)c1
  0.25, 12%[fluoresces], 21*, 65, -0.29, -2.2*, -2.7, 15, 3.8*
[54] Cc1c(Cl)c(C(F)(F)F)nn1CC(=O)N1CCSCC1
  -1.1, 2%, 12, 89, /, 0.038, -0.3, 0, 1.1
[55] CCOC(=O)c1[nH]c(C)c(CN(CCc2ccccc2)S(C)(=O)=O)c1C
  -0.22, 6%, 3, 86, /, 0.067, -0.9, -3, 1.1
[56] COc1ccccc1CNC(=O)CSc1nc(-c2ccccc2)cn1N
  0.16, 6%, 3, 93, 0.043, 0.43, -3.3, 0, 1.1
[57] CCOC(=O)Cn1nnnc1C(C(C)C)N(Cc1cc2c(C)cc(C)cc2[nH]c1=O)C1CCCC1 (centres undefined)
  -0.32, 4%, -3, 106, -0.019, 0.24, 0.6, -7, 1.1
[58] CCN1C2=C(C(=O)CCC2)C(c2ccc(O)c(Br)c2)C2=C1CCCC2=O
  -2.4, 5%[fluoresces], 3, 121, -0.8, 0.041, 2.5, 8, 2.1*
[59] COc1ccc(NC(=O)Nc2cccc3cccnc23)cc1
  2.3, 7%, 4, 97, -0.39, -0.45, -5.4, -4, 0.97
[60] NCCCCCc1nnc(SCc2ccccc2Cl)o1
  -0.56, 6%, 4, 81, -2.1, -1.4, 0.2, -2, 1.1
[61] Cc1c(C(=O)O)sc(=S)n1CCOc1ccccc1
  -0.31, 3%, 6, 119, -0.55, -0.03, -0.7, -2, 1
